12-LOX inh: inhibitors of human 12S-lipoxygenase ALOX12. P18054. purified 12hLO, xylenol orange hydroperoxide absorbance. Potency, µM (top dose mostly 108 µM), for inactives: at the highest dose activity change, negative = inhibition, actives largely listed as inhibitors. 580,000 tested, 1.1% active; also: potency is read from the fitted curve at half-maximal effect; % is scaled to controls: 0 for no effect and ±100 for the full control effect
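Purified human 12hLO (150 nM final) in 25 mM Hepes, 0.01% Triton X-100, pH 7.0 was preincubated 15 min at room temperature with compound. Then 40 uM arachidonic acid was added, 30 min. Hydroperoxide was read by Fe-XO absorbance ratio 573/405 nm.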
HP1b binding inh: HP1-beta chromodomain-methylated histone interaction inhibition | P83916 | AlphaScreen HP1-beta / biotin-H3K9me3 peptide binding | Potency, µM (top dose mostly 114 µM), for inactives: top-dose activity change, negative = inhibition, actives largely listed as inhibitors | 390,000 tested, 0.56% active | AID 540317; also: potency is read from the fitted curve at half-maximal effect; nearly all actives have a fitted effect of over 70% in size; inactives centre near 23
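AlphaScreen: HP1-beta (50 nM) preformed 30 min with biotin-H3(1-18)K9me3 peptide (50 nM) in PBS pH 7.4, 0.01% Tween-20. Compound added for 30 min at RT, then streptavidin donor/nickel chelate acceptor beads (10 ug/mL) for 30 min.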
RGS4 inh: human RGS4 inhibition; P49798; Transcreener GDP fluorescence polarization, RGS4-accelerated GTP hydrolysis; Potency, µM (top dose mostly 114 µM), for inactives: top-dose activity change, negative = inhibition, hits mostly inhibitors; 390,000 tested, 0.039% active; AID 504845; also: potency is read from the fitted curve at half-maximal effect; % is scaled to controls: 0 for no effect and ±100 for the full control effect; nearly all actives have a fitted effect of over 75% in size; some results filed as inactive show a strong effect at the top dose
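MLSMR compounds (23 nl, pin-transferred) preincubated 10 min at room temperature with a 500nM (2x) first reagent, then RGS4 at 900nM (2x) plus Transcreener GDP mix added; fluorescence polarization (620/688 nm) read before and after 90 min at 30 °C.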
ERG Ets-DNA blk: blocks human ERG Ets domain binding to DNA | Potency, µM (top dose mostly 76.9 µM), for inactives: top-dose FP activity, negative = inhibition, usual class: inhibitors | fluorescence polarization, His-ERG Ets domain / labelled DNA | 370,000 tested, 0.028% active | AID 624246 | P11308; active = well fitted inhibition curve with a large enough effect in the polarisation, with a control signal flat; inconclusive = small, poorly fitted or top-dose-only effect, or effect the other way, or a change in a side signal; inactive = no such curve, though single readings can be large or run the other way; the % refers to the polarisation;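 also: polarization taken with two DNA probes labelled with fluorescein and Texas red; potency is read from the fitted curve at half-maximal effect; % of control where 0% means no effect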
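His-tagged ERG Ets domain (1 uM in the protein solution; 300mM KCl, 50mM Tris-HCl, 1mM EDTA, 1mM DTT, pH 7.5) received compound, then a probe mix of 5 nM fluorescein-DNA and 100nM Texas-615-DNA. Fluorescence polarization was read for both dyes.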
JMJD2A Tudor: inhibitors of human JMJD2A Tudor domain; AlphaScreen JMJD2A-Tudor / H3K4me3 peptide binding; Potency, µM (doses to about 114 µM), for the others: at the top dose activity change, negative = inhibition, actives largely listed as inhibitors; 390,000 tested, 4.4% active; O75164; also: potency is read from the fitted curve at half-maximal effect; % is scaled to controls: 0 for no effect and ±100 for the full control effect; nearly all actives have a fitted effect of over 50% in size
G9a block: G9a (human) methyltransferase inhibition | G9a H3K9 monomethylation, AlphaScreen, 2 h | Potency, µM (series often up to 102 µM), inactives show top-dose activity, negative = inhibition, hits mostly inhibitors | 350,000 tested, 8.8% active; also: potency is read from the fitted curve at half-maximal effect; % is scaled to controls: 0 for no effect and ±100 for the full control effect; nearly all actives have a fitted effect of over 75% in size
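AlphaScreen detection with an anti-monomethyl H3K9 antibody quantified product after a 2 h room-temperature reaction containing 500 nM biotinylated H3K9 peptide, 20 µM SAM and 20 nM enzyme, which had been preincubated 15 min with compound.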
BAZ2B inh: BAZ2B (human) inhibition; 360,000 tested, 4.4% active; Potency, µM (highest dose often 114 µM), without a hit: at the top dose activity change, negative = inhibition, hits mostly inhibitors; AID 504333; AlphaScreen BAZ2B-H3K14Ac peptide displacement; also: potency is read from the fitted curve at half-maximal effect; % is scaled to controls: 0 for no effect and ±100 for the full control effect; nearly all actives have a fitted effect of over 60% in size
Target sequence (Q9UIF8 whole entry, looked up): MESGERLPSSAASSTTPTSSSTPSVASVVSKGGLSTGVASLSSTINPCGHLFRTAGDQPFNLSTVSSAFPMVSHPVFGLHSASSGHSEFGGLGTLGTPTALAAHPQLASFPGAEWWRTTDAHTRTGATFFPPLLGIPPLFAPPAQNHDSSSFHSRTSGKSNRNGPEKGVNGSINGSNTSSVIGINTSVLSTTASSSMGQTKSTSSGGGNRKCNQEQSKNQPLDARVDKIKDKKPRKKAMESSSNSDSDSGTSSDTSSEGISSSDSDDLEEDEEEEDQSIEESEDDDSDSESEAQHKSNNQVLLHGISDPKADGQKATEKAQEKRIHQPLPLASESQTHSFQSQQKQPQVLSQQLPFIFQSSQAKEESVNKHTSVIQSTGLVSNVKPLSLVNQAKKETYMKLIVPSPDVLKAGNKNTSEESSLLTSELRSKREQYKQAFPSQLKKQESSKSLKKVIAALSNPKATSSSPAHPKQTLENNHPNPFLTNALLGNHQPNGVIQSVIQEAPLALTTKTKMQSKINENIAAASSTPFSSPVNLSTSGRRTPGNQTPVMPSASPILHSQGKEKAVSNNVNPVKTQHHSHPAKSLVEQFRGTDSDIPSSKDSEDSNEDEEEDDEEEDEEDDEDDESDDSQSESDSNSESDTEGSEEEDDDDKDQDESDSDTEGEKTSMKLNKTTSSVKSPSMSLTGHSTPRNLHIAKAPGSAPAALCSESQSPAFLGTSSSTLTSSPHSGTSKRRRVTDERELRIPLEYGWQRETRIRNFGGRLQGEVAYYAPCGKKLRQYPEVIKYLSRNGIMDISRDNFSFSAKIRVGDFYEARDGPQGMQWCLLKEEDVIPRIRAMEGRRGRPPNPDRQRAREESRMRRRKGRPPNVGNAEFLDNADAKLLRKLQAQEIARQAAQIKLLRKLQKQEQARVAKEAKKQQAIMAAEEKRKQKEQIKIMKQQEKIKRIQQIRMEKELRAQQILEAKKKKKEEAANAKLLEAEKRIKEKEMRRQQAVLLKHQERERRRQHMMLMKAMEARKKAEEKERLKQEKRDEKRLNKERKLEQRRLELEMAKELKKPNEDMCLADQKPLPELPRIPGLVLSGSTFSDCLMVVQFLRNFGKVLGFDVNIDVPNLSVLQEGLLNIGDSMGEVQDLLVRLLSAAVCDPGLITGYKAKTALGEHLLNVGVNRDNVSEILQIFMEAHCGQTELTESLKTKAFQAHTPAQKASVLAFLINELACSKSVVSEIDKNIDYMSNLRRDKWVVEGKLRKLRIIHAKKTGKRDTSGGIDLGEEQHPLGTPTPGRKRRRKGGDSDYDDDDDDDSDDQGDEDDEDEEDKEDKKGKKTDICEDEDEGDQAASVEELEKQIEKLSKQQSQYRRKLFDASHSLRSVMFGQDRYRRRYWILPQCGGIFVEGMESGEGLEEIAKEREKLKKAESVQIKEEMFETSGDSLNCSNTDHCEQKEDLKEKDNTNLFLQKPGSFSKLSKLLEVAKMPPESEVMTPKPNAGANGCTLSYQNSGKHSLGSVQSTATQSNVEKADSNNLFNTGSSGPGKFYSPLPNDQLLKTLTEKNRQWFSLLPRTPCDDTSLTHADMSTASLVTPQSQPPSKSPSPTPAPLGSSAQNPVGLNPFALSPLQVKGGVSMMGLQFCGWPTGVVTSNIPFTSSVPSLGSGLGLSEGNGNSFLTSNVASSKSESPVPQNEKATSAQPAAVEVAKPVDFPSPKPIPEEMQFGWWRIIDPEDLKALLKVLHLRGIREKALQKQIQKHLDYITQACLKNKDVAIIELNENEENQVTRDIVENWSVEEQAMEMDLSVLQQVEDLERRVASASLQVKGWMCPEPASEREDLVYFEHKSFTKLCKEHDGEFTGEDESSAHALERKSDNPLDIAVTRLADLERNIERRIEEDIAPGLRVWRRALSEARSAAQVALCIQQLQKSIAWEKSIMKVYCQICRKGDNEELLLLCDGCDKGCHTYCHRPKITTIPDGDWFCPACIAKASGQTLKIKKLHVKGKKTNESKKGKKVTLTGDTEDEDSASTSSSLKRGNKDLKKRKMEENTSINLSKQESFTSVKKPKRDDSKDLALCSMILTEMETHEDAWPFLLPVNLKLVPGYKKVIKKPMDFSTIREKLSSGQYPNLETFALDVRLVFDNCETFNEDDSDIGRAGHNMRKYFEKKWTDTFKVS
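Protein-peptide AlphaScreen: BAZ2B 50 nM, b-H3K14Ac 50 nM, 1x PBS pH 7.4 + 0.01% Tween-20. Preincubation 30 min RT; cpd 30 min RT (top 110 uM); beads 20 min RT, light-protected.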
PI4K2A block: inhibitors of human PI4K2A; Q9BTU6; purified PI4K2A, ADP-Glo luminescence, 1 h; hits give low values; activity change, negative = inhibition, % at 76.9 µM; 420,000 tested, 0.13% active; AID 1346378; in the data active = activity change below about -50%; inconclusive = mostly about -30% to -49%;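 also: -100% = wells without enzyme as full effect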
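In this quantitative HTS, ADP production by PI4K2A was quantified luminescently after 1 h at ambient temperature; 100 microM adenosine served as plate-quality control.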
GLS inhibitor: inhibitors of human glutaminase (GLS); O94925; GLS enzymatic activity, qHTS titration; Potency, µM (highest dose often 45.5 µM), for inactives: top-dose activity change, negative = inhibition, usual class: inhibitors; 410,000 tested, 0.21% active; AID 624170; also: potency is read from the fitted curve at half-maximal effect; % is scaled to controls: 0 for no effect and ±100 for the full control effect
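Coupled fluorescence readout: glutamate oxidase/HRP/Amplex Red detect glutamate formed by hKGA from L-glutamine (1 mM solution added). Buffer 45 mM KH2PO4 pH 8.2, 0.02% Tween-20; reads at t0 and 30 min RT.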
* = called active by the depositor; ? = inconclusive; . = not tested or not shown; & = joins results of further samples; [ ] = another dose, or the depositor's remark. Unless noted, calls follow the shape of the dose curve; as a rule, active = well fitted curve in the direction sought with a large enough effect; inconclusive = small, poorly fitted or top-dose-only effect, or another doubt; inactive = no such curve, though single readings can be large; an effect the other way counts as inactive or inconclusive.

12-LOX inh | HP1b binding inh | RGS4 inh | ERG Ets-DNA blk | JMJD2A Tudor | G9a block | BAZ2B inh | PI4K2A block | GLS inhibitor | canonical_smiles
-11.4% | 17.7% | -19.7% | 16.0% | -6.2% | 40.7% | -9.7% | -2.6 | -2.0% | Cc1cc(C)n(CCNC(=O)C2CCC(=O)N(CCc3cccc(F)c3)C2)n1 (stereo not drawn)
0.562µM* | 22.0% | -27.7% | -9.2% | 22.4µM* | 1.12µM* | -36.5% | -18.1 | -15.9% | S=c1[nH]nc2c3c4c(sc3ncn12)CCCC4
-7.5% | 15.7% | 10.8% | -2.5% | -15.5% | 50.1µM* | -20.5% | -0.7 | -18.1% | COc1cccc(C(=O)NNC(=O)C(=O)N2CCCCC2)c1
-17.3% | 21.2% | 15.6% | -6.8% | -13.5% | -7.0%[0.501 µM] | -3.9% | 1.7 | -0.3% | O=C(Cn1cnc2ccccc21)NC(c1ccccc1)c1ccccc1
-2.8% | 24.6% | 1.7% | -6.3% | -13.5% | ? | -34.3% | 2.3 | 5.4% | Cn1c(C(=O)N2CCCc3ccccc32)cc2sccc21
-4.9% | -2.2% | 38.4% | 3.8% | -21.8% | 14.4%[59 µM] | -2.4% | -5.5 | 6.7% | CN(c1ccccc1)S(=O)(=O)c1cccc(NC(=O)c2cc3ccccc3oc2=O)c1
-6.6% | 43.2%[activator] | 0.9% | 2.2% | 13.9% | 74.8%[activator] | 38.7% | -3.4 | 9.4% | Cc1cc(C)n(-c2ccc(Cl)c(Cl)c2)n1
? | 25.2% | -1.8% | -1.2% | -23.8% | 0.7%[2.33 µM] | -0.7% | -0.1 | -3.6% | CCN1C(=O)[C@H]2[C@@H](c3ccc(-c4ccc(Cl)c(Cl)c4)cc3)N[C@@](Cc3ccccc3)(C(=O)OC)[C@H]2C1=O

Results in HP1b binding inh, 12-LOX inh and BAZ2B inh, for some of the entries so far:
structure | HP1b binding inh | 12-LOX inh | BAZ2B inh
Cc1cc(C)n(CCNC(=O)C2CCC(=O)N(CCc3cccc(F)c3)C2)n1 (stereo not drawn) | 17.7% | -11.4% | -9.7%
S=c1[nH]nc2c3c4c(sc3ncn12)CCCC4 | 22.0% | 0.562µM* | -36.5%

Continued:
12-LOX inh | HP1b binding inh | RGS4 inh | ERG Ets-DNA blk | JMJD2A Tudor | G9a block | BAZ2B inh | PI4K2A block | GLS inhibitor | canonical_smiles
31.7%[activator] | 34.2%[activator] | -21.5% | 0.5% | -25.0% | -3.6%[0.0925 µM] | ? | -11.6 | 44.6%[activator] | CN(C)c1ccc(CN(C(=O)c2cc3ccccc3oc2=O)C2CCS(=O)(=O)C2)cc1 (stereo not drawn)
-7.1% | 21.6% | -13.1% | 0.7% | -20.2% | ? | -14.6% | -0.2 | 2.5% | Cc1ccc(C)c(CN2C(=O)c3ccccc3S(=O)(=O)c3ccc(C(=O)N4CCN(c5ccccc5)CC4)cc32)c1
-3.2% | 31.3% | -16.0% | 7.3% | -7.8% | -2.4% | 11.1% | -2.0 | -3.4% | Cc1ccc(NC(=O)CC2(CC(=O)O)CCCC2)cc1
39.8%[activator] | 27.4% | -0.7% | 14.0% | -10.7% | -2.3% | -11.0% | -5.9 | -0.3% | Cc1nn(Cc2ccc([N+](=O)[O-])cc2)c(=O)n1-c1cccc(Cl)c1
0.0% | 27.7% | 13.9% | -3.6% | 6.3% | 21.3%[59 µM] | 11.5% | 9.3 | 5.7% | Clc1c(-c2nnc3n2CCCCC3)sc2ccccc12
-7.7% | 1.8% | -7.8% | 5.9% | -11.9% | 13.2%[59 µM] | -3.4% | 4.9 | 8.5% | Cn1c(NC(=O)C[n+]2cc(-c3ccc(Cl)c(Cl)c3)n3c2CCC3)cc(=O)n(C)c1=O
10.1% | 21.2% | -5.1%[11.4 µM] | -10.4% | -25.0%[11.4 µM] | . | -0.2% | 0.9 | 6.8% | CC(=O)c1ccc(S(=O)(=O)N2CCNCC2)cc1
1.4% | 19.3% | 21.2% | -5.8% | -12.4% | -11.2% | 3.9% | 6.3 | 1.1% | CS(=O)(=O)N1CCc2cc(C(=O)Nc3ccccc3Br)ccc21
284.4%[activator] | 11.1% | 1.7% | -2.0% | 4.3% | 13.2% | -0.5% | -1.4 | 1.5% | OC(CNCCNc1ncccc1C(F)(F)F)COc1ccc(F)cc1 (stereo not drawn)
-8.1% | 30.2% | -29.5% | -8.0% | -14.5% | ? | ? | 38.4 | 8.5% | CC(C)C[C@H](N)c1nnc(S(=O)(=O)Cc2cccc(F)c2)o1
4.4%&-18.5% | 30.6%&1.5% | 5.8%[11.4 µM] | -4.2%&0.9% | -26.0%&-18.9% | -1.9% | -32.0%&-33.0% | 3.7&-4.9 | 5.0%&11.5% | O=C(c1ccc(CS(=O)(=O)c2ccc(Br)cc2)o1)N1CCN(c2ccc(F)cc2)CC1
5.5% | 31.4% | 1.4% | 1.4% | -5.6% | 2.4%[12.7 µM] | -5.6% | -2.2 | 4.7% | COc1ccc(Br)cc1CNC(=O)c1cc2n(n1)CCCN(Cc1ccc(C)cc1)C2=O
-11.0% | 34.2% | -33.6% | 4.3% | -8.3% | 4.2% | -4.8% | 2.8 | -9.7% | O=C(c1cc(=O)[nH]c2ccccc12)N1CCc2ccccc2C1
2.6% | 59.1%[activator] | -1.4%[56.9 µM] | 0.0% | -18.9% | -25.0% | 0.3% | 4.1 | -17.8% | Cc1ccc(S(=O)(=O)CCC(=O)OCC(=O)NC(N)=O)cc1
-1.7% | 26.7% | -0.8% | 4.3% | -12.1% | -19.2% | -5.7% | 1.4 | 0.8% | COC(=O)c1ccc(NS(=O)(=O)c2cc3c4c(c2)CCN4C(=O)CC3)cc1
2.4% | 20.6% | -11.8% | . | -6.2% | 6.8%[59 µM] | 2.9% | 3.3 | -9.0% | COc1ccccc1-c1nc2ccccc2nc1-c1ccccc1OC
-19.8% | 27.0% | -42.1% | -2.7% | -0.7% | 11.4% | -6.1% | -4.6 | -11.2% | CC(C)CCOc1ccc(C2=NNC(=O)CC2)cc1
6.0% | 42.6%[activator] | 19.2% | -0.5% | 14.9% | -8.3%[59 µM] | -13.1% | -1.1 | 4.9% | COc1ccc(CCNC(=O)c2oc(=O)c3ccccc3c2-c2ccccc2)cc1OC
-21.4% | 30.4% | 7.9% | -15.5% | -3.8% | 1.0%[59 µM] | -2.2% | -16.0 | 11.0% | Clc1ccccc1Cc1cn2cc(-c3ccccc3)nc2s1
-18.5% | 13.4% | -2.0% | -4.4% | -7.1% | 23.6%[59 µM] | -1.1% | 4.6 | 5.0% | CC(=O)c1cccc(N(CC(=O)N2CCCC2)S(C)(=O)=O)c1
? | 25.6% | -2.5% | 2.7% | -20.0% | 19.0% | -6.0% | -2.9 | 5.3% | Cc1ccc(NC(=O)CCNS(=O)(=O)c2ccc3[nH]c(=O)oc3c2)c(C)c1
? | 13.7% | ? | -10.2% | -20.8% | 31.8%[59 µM] | -1.4% | -2.5 | -1.2% | Cc1noc(C)c1COc1cccc(C(=O)OCC(=O)NC(=O)c2ccc(OC(F)F)cc2)c1
11.7% | 37.0% | 3.2% | 3.0% | -8.2% | 18.7%[59 µM] | -10.9% | 10.1 | 1.5% | COc1ccccc1C(=O)NNC(=O)c1ccncc1
0.0% | 28.6% | -3.3% | 5.1% | -16.2% | . | -2.1% | -3.3 | 3.4% | O=C(CSc1ccc(Br)cc1)N1CCN(S(=O)(=O)c2ccccc2)CC1
? | 21.1% | -15.3% | 12.7% | -13.8% | . | . | 5.5 | -5.8% | CN(CC(=O)N1CCN(Cc2ccccc2)CC1)C(=O)Cc1ccc(Cl)c(Cl)c1
-2.4% | 3.8% | 7.2% | 2.2% | -28.1% | -25.0%[59 µM] | -4.8% | 0.9 | 11.1% | COc1ccccc1NS(=O)(=O)c1cc(N/C(=N\S(=O)(=O)c2ccccc2)c2ccc(F)cc2)ccc1Cl
-33.0% | 23.4% | 19.5% | 26.2% | -8.4% | . | 39.8µM* | 1.3 | -8.7% | FC(F)c1nc2ccccc2[nH]1
81.9%[activator] | 20.7% | ? | -2.8% | -25.8% | 13.3%[2.33 µM] | 2.2% | -1.8 | 1.7% | O=[N+]([O-])c1ccccc1COc1ccc(Cl)c2cccnc12
-2.4% | 8.3% | -5.5% | -10.1% | -10.8% | ? | 10.0% | 1.0 | -10.5% | N#Cc1c(N)c(C(=O)c2ccc(Br)cc2)n2c1CCC2
-15.6% | 17.4% | -12.0% | 9.9% | -15.8% | -0.3%[59 µM] | 8.6% | -0.1 | 15.6% | CN(CC(=O)Nc1ccccc1Br)C(=O)c1cc(S(=O)(=O)N(C)C)ccc1N1CCCC1
-12.0% | 6.4% | -16.7% | 1.1% | -26.5% | -9.2% | -22.4% | -0.9 | -3.8% | Cc1occc1C(=O)N1CCN(c2ccc(Cl)cc2)CC1
? | 20.4% | -15.0% | 5.6% | -8.4% | 11.2% | -1.9% | -7.7 | -12.7% | O=C(C1CCCC1)N1CCN(S(=O)(=O)c2ccc(Cl)cc2)CC1
-4.4% | 2.3% | 12.0% | 4.1% | 7.0% | -2.9% | -34.5% | 4.9 | 0.5% | Cc1ccc(-c2csc(N(CC3CCCO3)C(=O)c3ccco3)n2)cc1 (stereo not drawn)
2.3% | 28.9% | 13.2% | 8.6% | -7.2% | . | . | -3.0 | 0.0% | NS(=O)(=O)c1ccc(SCc2ccccc2)nc1

High-throughput results as filed in PubChem.

An excerpt (hit frequency here may not be typical).
